PAFAH1B2 FP inh = PAFAH1B2 enzyme inhibitors, primary screen, biochemical, fluorescence polarization, human. recombinant PAFAH1B2, FP-rhodamine activity probe. Platelet-activating factor acetylhydrolase IB subunit alpha2 (Homo sapiens), P68402. inhibition, % at 3.39 µM. 1.2% of 340,000 active;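 active means inhibition above the mean of all tested compounds plus 3 SD, cut at about 24% in these data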;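 further: 0% = enzyme with DMSO and 100% = wells lacking PAFAH1B2; many of its hits are not listed in these tables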
PAFAH2 FP inh = PAFAH2 enzyme inhibitors, primary screen, biochemical, fluorescence polarization, human. 0.99% of 340,000 active. recombinant PAFAH2, FP-rhodamine activity probe. inhibition, % at 3.39 µM. Platelet-activating factor acetylhydrolase 2, cytoplasmic (Homo sapiens), Q99487;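 active means inhibition above the mean over all tested compounds plus 3 SD, cut at about 30% in these data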;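 further: inhibitors block probe labeling of enzyme so polarization drops; 0% = enzyme with DMSO and 100% = wells lacking PAFAH2 protein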
ZTA DNA inh = counter-screen for EBNA-1 inhibitors: inhibitors of Epstein-Barr virus ZTA. P03206. AID 2234. 0.15% of 320,000 active. inhibition, % at 11 µM. ZTA-DNA binding, fluorescence polarization; in the data active means inhibition above about 33%
PAFAH1B3 inh = PAFAH1B3 enzyme inhibitors, primary screen, biochemical, fluorescence polarization, human | Platelet-activating factor acetylhydrolase IB subunit alpha1 (Homo sapiens), Q15102 | recombinant PAFAH1B3, FP-rhodamine probe | inhibition, % at 3.39 µM | 0.28% of 340,000 active;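 active means inhibition above the screen-wide average of all tested compounds plus 3 SD, cut at about 25% in these data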;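 further: 0% = enzyme with DMSO only and 100% = wells lacking PAFAH1B3 protein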
LYPLA1 inh = LYPLA1 inhibitors, primary screen, counter-screen for PME1 inhibitor project, biochemical, fluorescence polarization, FP-Rh probe ABPP | inhibition, % at 5.9 µM | recombinant LYPLA1 | 0.16% of 320,000 active | Acyl-protein thioesterase 1 (Homo sapiens), O75608;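 active means inhibition above the mean of all tested compounds plus 3 SD, set per campaign, cut at about 14% in these data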;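 further: inhibitors block serine hydrolase probe labeling of LYPLA1 so polarization falls; 0% = enzyme with DMSO and 100% = wells lacking LYPLA1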
Target sequence (O75608 whole entry, looked up): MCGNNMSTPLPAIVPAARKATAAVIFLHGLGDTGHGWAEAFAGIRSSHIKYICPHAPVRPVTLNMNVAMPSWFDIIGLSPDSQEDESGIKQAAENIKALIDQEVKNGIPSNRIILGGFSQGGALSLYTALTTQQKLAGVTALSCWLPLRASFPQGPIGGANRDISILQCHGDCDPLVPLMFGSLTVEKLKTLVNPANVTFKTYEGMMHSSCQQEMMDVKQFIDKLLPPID
PREPL inh = PREPL enzyme inhibitors, primary screen, biochemical, fluorescence polarization | Prolyl endopeptidase-like (Homo sapiens), Q4J6C6 | recombinant PREPL, fluorescence polarization activity-based probe | 0.68% of 320,000 active | inhibition, % at 5.96 µM; in the data active means inhibition above about 43%;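 further: 0% = enzyme with DMSO and 100% = wells lacking enzyme; many of its hits are not listed in these tables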
Target sequence (Q4J6C6 whole entry, looked up): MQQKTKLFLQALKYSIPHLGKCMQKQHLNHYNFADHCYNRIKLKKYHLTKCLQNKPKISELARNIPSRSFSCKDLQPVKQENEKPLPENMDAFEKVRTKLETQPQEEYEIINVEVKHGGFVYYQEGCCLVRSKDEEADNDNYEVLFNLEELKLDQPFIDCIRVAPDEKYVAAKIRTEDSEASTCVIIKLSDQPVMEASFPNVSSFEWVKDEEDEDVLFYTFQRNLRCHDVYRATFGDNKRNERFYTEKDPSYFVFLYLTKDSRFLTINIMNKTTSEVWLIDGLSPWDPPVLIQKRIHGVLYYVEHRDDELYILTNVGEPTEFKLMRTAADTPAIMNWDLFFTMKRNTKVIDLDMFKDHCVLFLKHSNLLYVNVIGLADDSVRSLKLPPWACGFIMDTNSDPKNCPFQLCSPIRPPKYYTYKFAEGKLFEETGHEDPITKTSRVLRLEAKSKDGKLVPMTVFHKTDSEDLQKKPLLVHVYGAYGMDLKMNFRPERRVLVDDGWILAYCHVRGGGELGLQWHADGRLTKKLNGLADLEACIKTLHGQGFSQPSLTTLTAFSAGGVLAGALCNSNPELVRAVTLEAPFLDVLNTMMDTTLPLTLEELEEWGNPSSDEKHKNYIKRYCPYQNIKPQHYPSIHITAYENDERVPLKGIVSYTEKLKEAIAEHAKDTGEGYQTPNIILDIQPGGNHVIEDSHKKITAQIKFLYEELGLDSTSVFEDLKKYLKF
LYPLA2 counter = LYPLA2 inhibitors, primary screen, counter-screen for PME1 inhibitor project, biochemical, fluorescence polarization, FP-Rh probe ABPP. recombinant LYPLA2. inhibition, % at 5.9 µM. 0.38% of 320,000 active;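 active means inhibition above the screen-wide mean plus 3 SD, limit set per campaign, cut at about 26% in these data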;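 further: 0% = LYPLA2 with DMSO and 100% = wells lacking LYPLA2 enzyme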
EBNA-1 inhibitor = EBNA-1 DNA-binding inhibitors, primary screen, biochemical, fluorescence polarization; inhibition, % at 14.8 µM; 0.34% of 300,000 active; in the data active means inhibition above about 28%
pPAFAH FP inh = pPAFAH enzyme inhibitors, primary screen, biochemical, fluorescence polarization, human; Platelet-activating factor acetylhydrolase (Homo sapiens), Q13093; recombinant pPAFAH, FP-rhodamine probe fluorescence polarization; inhibition, % at 3.39 µM; 1.5% of 330,000 active;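 active means inhibition above the mean inhibition across the screen plus 3 SD, cut at about 25% in these data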;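 further: inhibitors block binding of the rhodamine activity-based probe so polarization drops; 0% = enzyme with DMSO and 100% = wells lacking pPAFAH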
An asterisk follows results filed as active; . = not tested or not shown; & = joins results of further samples. A portion of the library; count on the stated rates, not on these rows.

SMILES	PAFAH1B2 FP inh	PAFAH2 FP inh	ZTA DNA inh	PAFAH1B3 inh	LYPLA1 inh	PREPL inh	LYPLA2 counter	EBNA-1 inhibitor	pPAFAH FP inh
N#CCCN(C(=O)CSc1ccc2c(c1)OCCO2)c1ccc(F)cc1	4	2	-5	2	-4	17	-5	-3	-9
C=CCn1cnnc1SCC(=O)N(C)CC1COc2ccccc2O1 (stereo unspecified)	8	-3	.	7	.	19	.	.	1
CCNS(=O)(=O)c1ccc(CCC(=O)Nc2cc(Cl)ccc2Oc2ccccc2)cc1	-10	-11	-6	-1	3	-3	-10	1	4
Cc1ccc(-c2cc(O)cc3sc(=O)oc23)cc1C	4	-1	-2	5	-11	-4	-9	-9	14
COc1ccc(NC(=O)[C@@H](NC(N)=O)C(C)C)cc1Cl	-1	-2	12	4	-1	2	6	3	4
C=CC[n+]1c(-c2ccc(Cl)cc2Cl)csc1Nc1ccc(NC(C)=O)cc1	8	33*	1	10	0	59*	7	-10	25*
O=C(Cn1c(=O)sc2ccccc21)Nc1ccc(S(=O)(=O)N2CCCC2)cc1	1	5	2	2	-3	7	1	-1	-8
Oc1cccc(Nc2nc(NCC3CCCO3)c3ccccc3n2)c1 (stereo unspecified)	4	1	-28	4	-2	17	-3	-13	5
Cc1cccc(NC(=O)c2sc(-c3ccccc3)nc2-c2ccc([N+](=O)[O-])cc2)c1	-8	-14	-1	-9	-2	-4	-2	13	2
COCc1cccc(C2=CC(=O)C[C@H](c3ccc(F)cc3)C2)c1	1	-9	7	4	2	0	12	.	9
CN(CC(=O)Nc1ccc(F)cc1)C(=O)c1cn(-c2ccccc2)nc1-c1cccs1	8	3	-2	-2	-5	-53	0	.	-2
O=C(N/N=C/c1ccc([N+](=O)[O-])cc1)C(=O)N1CCCC1	-3	4	-4	2	-1	1	6	-8	5
COc1ccccc1C(=O)N1CCC(C(=O)c2ccc(F)cc2)CC1	4	1	-1	0	2	-1	5	-5	3
Cc1nc(SCC(=O)Nc2c(C)n(C)n(-c3ccccc3)c2=O)n[nH]1	2	-2	0	-5	-1	-8	7	-2	-3
O=C(COC(=O)CNC(=O)C1CCCCC1)Nc1ccc(Cl)cc1F	-1	1	1	4	-3	7	2	-9	1
Nc1ccc(-c2nc3nc(N)nc(N)c3nc2-c2ccc(N)cc2)cc1	3	4	3	7	1	24	6	7	6
O=C(Nc1cccc2c1[nH]c1ccccc12)C(F)(F)F	0	4	16	4	-2	-3	2	-4	-2
CCCN1CCN(CCCNC(=O)c2ccc(CS(=O)c3ccc(OC)cc3)o2)CC1 (stereo unspecified)	1	0	6	-1	-2	6	-2	8	3
O=C(NCc1ccco1)c1cc(=O)c2ccccc2o1	1	0	-18	-6	3	4	6	-20	-2
CCc1ccccc1NC(=S)N1N=CCC1c1ccccc1 (stereo unspecified)	4	4	-13	4	1	-1	0	-5	1
CCc1nnc(NC(=O)c2nc(S(=O)(=O)Cc3ccccc3)ncc2Cl)s1	4	5	4	8	-2	-2	-4	2	7
Cc1c(C=O)c2ccccc2n1CC(=O)N1CCc2ccccc2C1	4	-1	10	-6	1	-14	-1	-2	-3
Cc1ccccc1N1CCN(c2ncnc3c2cnn3Cc2ccc(Cl)cc2)CC1	-1	-6	2	-3	-1	9	-6	-2	-7
O=C(NCc1cccnc1)c1ccccc1-c1nc(-c2ccccc2)no1	3	8	-7	4	0	4	-5	2	-3
CN1CCN(c2ccc(NC(=O)c3cccc(S(=O)(=O)N4CCCC4)c3)cc2)CC1	3	-2	-13	-1	2	11	2	.	8
O=C(Nc1ccc(OC(F)(F)F)cc1)Nc1cccnc1	7	0	-12	8	-6	0	-13	-8	-11
CCn1c(CC(=O)Nc2ccccc2F)nnc1SCC(=O)Nc1nnc(C)s1	1	-2	-2	2	1	-6	5	-6	-1
COc1cccc(NC(=O)CN(C)C(=O)c2cc(-c3ccc(F)cc3)nc3ccccc23)c1	5	-11	8	1	-10	-1	-21	-7	-10
Cc1cc(C)n2nc(C(=O)OCC(=O)Nc3ccc4c(c3)OCCO4)nc2n1	-3	5	9	5	1	2	2	.	4
COc1ccc(-n2ncc(C(C)NS(=O)(=O)c3ccc(C(C)=O)cc3)c2C)cc1 (stereo unspecified)	4	2	-7	-3	0	1	-3	4	-3
O=C(NCCCO)c1c(O)c2cccc3c2n(c1=O)CCC3	-1	4	-10	0	2	2	-3	0	1
CCN(C(=O)COC(=O)c1ccc[nH]c1=O)c1cccc2ccccc12	3	5	.	14	.	0	.	.	2
CCNC(=O)CSC1=N/C(=C\c2ccc(O)c(OCC)c2)C(=O)N1c1ccc(OC(F)F)cc1	-8	-16	12	-5	-1	8	-11	-8	10
Cc1ccc(CSc2nc3ccncc3n2CC(=O)Nc2cc(C)cc(C)c2)cc1	1	-3	8	12	1	-2	-2	9	4
Cn1cccc1Cc1nnc(SCC(=O)NCc2ccccc2Cl)n1-c1ccc(F)cc1	2	1	16	4	0	2	-8	4	11
Cc1ccc(Nc2cc(=O)[nH]c(=O)[nH]2)c(C)c1	5	-2	-12	3	5	-4	13	-3	2
Cc1noc(C)c1CSCC(=O)Nc1cc(S(=O)(=O)N2CCOCC2)ccc1OC(C)C	-1	1	-13	-1	-3	12	-1	5	-2
COc1ccc(Cl)cc1NC(=O)Cn1cccc1	-1	-5	4	5	0	1	4	-5	3
Nc1nonc1C(=O)NCCNC(=O)c1ccc(Cl)c(Cl)c1	3	-17	-9	4	1	-15	-2	8	6
COc1ccc(CCNc2nc(-c3ccco3)cc(C(F)(F)F)n2)cc1OC	2	-9	12	5	-2	3	2	-4	7
CCOC(=O)N1CCN(C(=O)COC(=O)Cc2ccc(OC)cc2)CC1	9	-2	-17	-4	-3	14	-8	-10	12
COC(=O)C(Cc1ccccc1)NC(=O)CNC(=O)c1ccccc1OC (stereo unspecified)	0	-8	-2	15	0	8	-1	-2	-6
c1ccc(-n2nnnc2NCCCN2CCOCC2)cc1	2	-6	-7	0	0	4	3	4	2
CC(=O)Nc1ccc(Cc2nc3ccccc3[nH]2)cc1	-1	-4	-12	3	5	2	1	-7	-1
CC(=O)c1c(C)[nH]c(C(=O)COC(=O)c2cc(S(=O)(=O)N(C)c3ccccc3)ccc2Cl)c1C	6	-8	2	5	-7	-4	-7	-2	5
O=C(Nc1cc([N+](=O)[O-])ccc1F)C1CC1	6	4	7	3	-3	4	-2	4	5
COC(=O)c1noc(-c2ccc(C)cc2)n1	3	-1	-12	6	0	4	-1	0	1
CCC(C)NC(=O)CSc1ccc(S(=O)(=O)N2CCN(Cc3ccccc3)CC2)cn1 (stereo unspecified)	6	-1	-1	4	-3	19	1	.	-2
O=C(NC1CCC(O)CC1)c1ccc2c(c1)S(=O)(=O)N=C1CCCCCN12 (stereo unspecified)	-1	-8	-5	4	2	3	10	-3	2
Cc1ccc(N(CC(=O)NCCSCc2ccco2)S(=O)(=O)c2ccc(F)cc2)cc1	8	3	-3	10	-2	2	-1	5	1
COc1ccc(S(=O)(=O)Nc2ccc3c(c2)N(C(C)=O)CCC3)cc1OC	1	-1	-8	2	-1	7	1	-15	-3
COc1ccc(NC(=O)CSc2nnc(NC(=O)c3ccco3)s2)cc1	2	5	2	0	-4	-1	5	0	4
C/C=C(\C)CN1CCC(Oc2cccc(C(=O)NCc3ccccn3)c2)CC1	5	8	-6	-2	-1	-7	2	12	2
O=C(O)c1cccc(S(=O)(=O)N2CCN(C(c3ccccc3)c3ccccc3)CC2)c1	17	0	11	6	1	-4	7	4	-2
C=CCn1c(SCC)nc(O)cc1=O	5	4	-15	4	3	2	2	-8	9
Cc1ccc(C(C)NC(=O)Cc2cccs2)cc1C (stereo unspecified)	5	4	-6	3	-2	-4	1	-7	8
Fc1ccc(Nc2ncnc3sc4c(c23)CCC4)cc1	0	1	-6	10	-1	-6	-5	8	1
CC1CN(/C=C/C(=O)C(F)(F)F)CC(C)O1 (stereo unspecified)	4	2	0	-4	1	12	1	-1	-1
Cc1ccc(S(=O)(=O)N=S(CC2CC2(Cl)Cl)CC2CC2(Cl)Cl)cc1 (stereo unspecified)	15	12	-19	7	-1	15	0	2	-2
O=C(CCn1cccn1)N1CCCC(N2CCN(c3cccc(C(F)(F)F)c3)CC2)C1 (stereo unspecified)	4	-2	12	-6	2	6	18	0	7

Entries of single compounds as entered above.
COC(=O)c1noc(-c2ccc(C)cc2)n1 as listed: PAFAH1B2 FP inh = 3; PAFAH2 FP inh = -1; ZTA DNA inh = -12; PAFAH1B3 inh = 6; LYPLA1 inh = 0; PREPL inh = 4; LYPLA2 counter = -1; EBNA-1 inhibitor = 0; pPAFAH FP inh = 1
Fc1ccc(Nc2ncnc3sc4c(c23)CCC4)cc1 as listed: PAFAH1B2 FP inh = 0; PAFAH2 FP inh = 1; ZTA DNA inh = -6; PAFAH1B3 inh = 10; LYPLA1 inh = -1; PREPL inh = -6; LYPLA2 counter = -5; EBNA-1 inhibitor = 8; pPAFAH FP inh = 1

Continued.
SMILES	PAFAH1B2 FP inh	PAFAH2 FP inh	ZTA DNA inh	PAFAH1B3 inh	LYPLA1 inh	PREPL inh	LYPLA2 counter	EBNA-1 inhibitor	pPAFAH FP inh
CCOC(=O)C1=C(C)NC(=O)NC1C(C)C (stereo unspecified)	4	5	-4	4	1	-2	-8	0	3
Cc1ccc(-c2nn(CC(=O)NCc3ccco3)c(=O)c3ccccc23)cc1	1	-20	-4	-1	-9	-4	-18	5	-8
Cc1cc(C)c2ccc(/C=N/O)nc2c1O	-4	-5	12	3	1	18	-8	-9	-1
CC(C)=CCC/C(C)=C/CNC(=O)C[C@H]1C[C@H](C(=O)N2CCCCC2)[C@@]2(CCc3ccccc3)c3[nH]c4ccc(Cl)cc4c3CCN2C1=O	3	-3	.	12	.	.	.	.	-3
COc1ccc(NC(=O)CSc2nnc(COc3ccccc3)n2Cc2ccco2)cc1OC	2	-11	5	8	-2	5	12	-3	3
COc1cccc(NC(=O)CCNC(=O)c2ccccc2Cl)c1	3	5	8	8	-4	6	-6	7	2
Cn1cccc1C(=O)NCC(c1ccc(F)cc1)N1CCOCC1 (stereo unspecified)	-3	-4	5	4	2	3	0	0	4
CCN(c1ccc(NC(=O)COC(=O)c2ccc(C)c(S(=O)(=O)N3CCOCC3)c2)cc1)C(C)C	1	39*	-7	-3	1	7	3	-2	14
Cc1ccc(S(=O)(=O)N2CCOCC2)cc1C(=O)N1CCc2ccccc21	3	4	.	5	.	32	.	.	3
Cc1ccccc1OCC(O)Cn1c(Br)nc2c1c(=O)n(C)c(=O)n2C (stereo unspecified)	1	-3	-7	1	-1	3	2	3	1
CCCc1nnc(SCC(=O)NC2CCCC2)n1CCOC	4	3	9	3	1	23	4	11	2
O=C(Nc1ccc(F)cc1)c1cccc(N2C(=O)C3C4CCC(C4)C3C2=O)c1 (stereo unspecified)	6	1	-7	7	-1	2	2	-1	-2
Cc1ccc(NC(=O)C[n+]2cc(-c3ccccc3)n3c2CCC3)cc1	.	.	-2	.	0	19	3	0	11
Cn1cc(C(=O)c2ccccc2C(=O)O)cc1C(=O)C(Cl)(Cl)Cl	-1	1	9	8	-4	0	-3	-1	3
Cc1cc(C)n(CCCNCC(O)c2ccccc2)n1 (stereo unspecified)	7&1	6&-14	9	9&3	-2	-2	-2	-5	-1
O=C(NCc1ccc(Cl)cc1)C1CCN(S(=O)(=O)c2cccc3nonc23)CC1	4	-1	21	4	-1	0	-5	3	9
